Screens (PubChem)
aSyn tox rescue: inhibitors of alpha-synuclein toxicity in yeast. S. cerevisiae alpha-synuclein toxicity rescue, BacTiter-Glo growth, 24 h. Potency, µM (titrated, usually from 46.1 µM), inactives show at the highest dose growth rescue (activation), most hits filed as activators. 94,000 compounds, 0.02% hits. AID 1347070; active means well fitted activation curve with a large enough effect; inconclusive means small, poorly fitted or top-dose-only effect; further: 0% is about no effect
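Growth restoration measured by BacTiter-Glo luminescence after 24 hr at 30 deg C; alpha-synuclein yeast, raffinose-pregrown to mid-log, were added at OD600=0.02 in galactose medium onto pinned compounds.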
* = called active by the depositor; ? = inconclusive; [ ] = dose if it differs, or a comment. Potency means the concentration at half of the fitted maximal effect.

SMILES	aSyn tox rescue
CC(=O)N1CCCC1c1nc2ccccc2n1Cc1ccccc1Cl (stereo unspecified)	4%
Clc1ccc(-c2cn3c(n2)SCC3)cc1	-5%
CON(C)S(=O)(=O)c1cccc(C(=O)Oc2ccc(N(C)S(=O)(=O)c3ccccc3)cc2)c1	-2%
COC(=O)COc1cccc2c(=O)n(CC(=O)N3CCCc4ccccc43)ccc12	-2%
COc1ccc(C2CC(=O)N(CC(=O)Nc3cc(C)ccc3C)c3ccccc3S2)cc1 (stereo unspecified)	4%
O=S(=O)(N/N=C/c1ccc(N2CCOCC2)cc1)c1ccccc1	0%
CCCC1=Nc2cc(C(=O)NCC(C)c3ccccc3)ccc2Sc2ccccc21 (stereo unspecified)	7%
COc1ccc(OC)c(S(=O)(=O)NCCc2sc(C)nc2C)c1	5%
CC(=O)Cc1nsc(NC(=O)C2Cc3ccccc3C(=O)O2)n1 (stereo unspecified)	8%
Cc1ccccc1Cn1c(Oc2ccccc2F)nc2c1c(=O)n(C)c(=O)n2C	-8%
CCN(C(=O)c1cccc(Br)c1)C1CCS(=O)(=O)C1 (stereo unspecified)	16%
COc1ccc(-c2noc(CSc3nc4ccccc4[nH]3)n2)cc1	4%
O=C(NCCC1CCCCN1S(=O)(=O)c1ccc(F)cc1)C(=O)Nc1ccccc1F (stereo unspecified)	5%
O=C(CSc1nnc(-c2cccs2)o1)Oc1ccccc1	-21%
S=c1[nH]nc(-c2cccnc2)n1/N=C/c1ccc(Br)s1	-3%
O=C(CCn1cnnn1)Nc1ccccc1	3%
Cc1cc(OCCn2cc(C(=O)c3ccco3)c3ccccc32)ccc1Cl	3%
CO/N=C/C(C#N)=C/c1cc(C(=O)c2ccccc2)cn1C	-13%
COc1cccc(-n2c(-c3ccccc3)c[nH]c2=S)c1	-2%
COc1ccccc1CNC(=O)c1cccn1-c1nnc(N2CCCCC2)s1	-9%
COc1ccc(-n2c3c(cc(-c4nc(-c5ccc(C)cc5)cs4)c2=O)C(=O)CC(C)(C)C3)cc1	-7%
COC(=O)COc1cccc2c(=O)n(CC(=O)NCc3ccccc3)ccc12	-13%
Cc1ccccc1Nc1c(-c2ccc(N3CCOCC3)cc2)nc2cnccn12	16%
O=C(Sc1ccc(Cl)cc1)c1ccccn1	5%
CCOC(=O)c1c(C)oc2nc(C)nc(N3CCN(c4cccc(C)c4C)CC3)c12	6%
COc1ccc(-c2cn3c(n2)sc2cc(C(=O)NC4CCCCCC4)ccc23)cc1	3%
CCC1CCCCN1CCCNC(=O)c1cc2c(Cl)nc3ccc(C)cc3c2s1 (stereo unspecified)	4%
O=C(NCc1ccccc1Cl)C1CCN(S(=O)(=O)c2cccc3nonc23)CC1	-5%
Cc1cc(Nc2cccc(C(=O)O)c2)n2nc(C)nc2n1	-5%
COc1cc(Cl)c(C)cc1NC(=O)c1cc2c(Cl)nc3ccc(C)cc3c2s1	7%
O=C(NC(=O)c1ccccc1)Nc1ccc(-c2cc(C(F)(F)F)nn2-c2ccccc2)cc1	-10%
COc1cccc(C(=O)N2CCC(C(=O)NCc3ccco3)CC2)c1	0%
COC(=O)c1ccc(NC(=O)Cn2c([N+](=O)[O-])cnc2C)cc1	2%
COCCCn1c(SCC(=O)c2c(N)n(C3CC3)c(=O)[nH]c2=O)nnc1-c1ccccc1Cl	6%
O=C(c1cccc(NS(=O)(=O)c2ccc(Br)cc2)c1)N1CCN(c2ccccc2O)CC1	-9%
CCOc1ccccc1NC(=O)c1cc(C(=O)c2cc(Br)ccc2O)coc1=N	2%
Nc1nnc(CC(=O)N/N=C/c2ccc(-c3ccc(F)cc3)o2)s1	3%
Cc1ccc(NC(=O)Cn2nc(C(=O)O)c3ccccc3c2=O)c([N+](=O)[O-])c1	-1%
CCCCc1nn2c(=O)cc(COC(=O)c3ccc(NC(=O)C(CC)CC)cc3)nc2s1	-12%
Cc1c(C(=O)OC2CCCCC2)[nH]c2c1C(=O)CC(c1ccc(F)cc1)C2 (stereo unspecified)	-2%
CCCC1(C)NC(=O)c2ccccc2O1 (stereo unspecified)	7%
CC(C)c1ccc2oc(=O)cc(CN3CCCCC3)c2c1	-45%[inhibitor]
O=C(NN=Cc1ccc2c(c1)CCC2)c1cccc([N+](=O)[O-])c1	-7%
COc1cc(C)ccc1OCCSc1nnc(-c2cccs2)o1	?
COc1ccc(-c2ccc(CN3C(CC(C)C)C(=O)N(Cc4cn(Cc5ccco5)nn4)CCS3(=O)=O)cc2)cc1 (stereo unspecified)	-7%
Cc1ccc(S(=O)(=O)N(C)C[C@H]2Oc3cc(Br)ccc3S(=O)(=O)N([C@H](C)CO)C[C@@H]2C)cc1	-2%
COc1ccc(CNC(=O)C(=O)Nc2cccc(C)c2C)cc1	-4%
COc1ccc(-n2ccnc2SCC(=O)Nc2cccc(OC)c2)cc1	3%
COc1ccc(/C=C/C(=O)NC(=S)N2CCCCC2)cc1OC	4%
Cc1ccc(NC(=O)CN2C(=O)CCn3nc(-c4cccn4C)cc32)cc1	3%
Carrying on.
SMILES	aSyn tox rescue
O=C(CCNS(=O)(=O)/C=C/c1ccccc1)NCCc1c[nH]c2ccccc12	2%
COCCn1c(SCC(=O)Nc2ccc3c(c2)OCCO3)nc2c(c1=O)SC(C)C2 (stereo unspecified)	-6%
CC(Nc1[nH]c(=O)n(C)c(=O)c1N=O)c1ccccc1 (stereo unspecified)	0%
COC(=O)C(Cc1ccc(O)cc1)NC(=O)C(C)NC(=O)c1ccc(C(C)(C)C)cc1 (stereo unspecified)	-6%
O=C(NCCCN1CCN(c2ccc(F)cc2)CC1)c1ccc2nc(CCc3ccccc3)oc2c1	2%
CSc1ccc(CN(C)C(=O)c2cc(=O)[nH]c3ccccc23)cc1	-8%
O=C(CCc1c[nH]c2ccccc12)NCc1ccncc1	6%
CCOC(=O)c1cc(S(=O)(=O)N2CCN(c3cc(C)ccc3C)CC2)[nH]n1	11%
CCCS(=O)(=O)N1CCC(N2CCN(Cc3ccc(F)cc3)C(=O)C2=O)CC1	-5%
COc1ccccc1-c1nc2c(c(SCC(=O)Nc3ccc(C)c(C)c3)n1)Cc1c(CO)cnc(C)c1O2	-12%
COc1ccc(NC(=O)c2cc3c(=O)n(C)c4ccccc4c3n2C)cc1OC	-5%
Cc1ccc(S(=O)(=O)NCc2cccc([N+](=O)[O-])c2)cc1	11%
COc1ccc(-c2cc(C(F)(F)F)nc(S(=O)(=O)CCCC(=O)Nc3cccc(O)c3)n2)cc1OC	1%
NS(=O)(=O)c1ccc(NC(=O)c2cc(=O)c3ccccc3o2)cc1	3%
CC1=C(c2ccc(C(C)C)cc2)S(=O)(=O)NC1=NCc1ccccc1Br	-9%
COC(=O)CN1C(=O)C(C)(C)Oc2ccc(C(=O)Nc3cccc(OC)c3)cc21	2%
Cc1nc2cc(-c3ccccc3)nn2c(C)c1CCC(=O)N1CCN(c2ccccc2)CC1	24%
COc1ccccc1C(=O)Nc1ccccc1OCc1cc(=O)n2c(C)csc2n1	1%
COc1ccccc1C(=O)NC(=O)COC(=O)Cc1n[nH]c(=O)c2ccccc12	-7%
Cc1cc(NC(=O)c2ccco2)cc(-c2nc3cc(Cl)ccc3o2)c1O	-2%
Cc1cc(NC(=O)CCNS(=O)(=O)c2ccc3c(c2)CCCC(=O)N3)ccc1Br	-3%
COc1cc(OC)c(NC(=O)c2cc(S(=O)(=O)N3CCOCC3)cn2C)cc1Cl	-5%
Cc1csc(NC(=O)CSc2nc(C(C)C)nc3c2c(=O)n(C)c(=O)n3C)n1	2%
CCN1CCN(C(c2cccs2)C(C)NC(=O)c2ccccc2OC)CC1 (stereo unspecified)	0%
CC1=C(c2ccc(C)c(C)c2)S(=O)(=O)N=C1N1CCC(C(=O)N2CCCCC2)CC1	5%
Cc1ccc(CSc2nc3cccnc3n2Cc2ccc(C(=O)NCCc3cccs3)cc2)cc1	-9%
Cc1noc(/C=C/N(C)C)c1S(=O)(=O)N1CCN(c2ccccc2)CC1	0%
COc1ccc(CN2CCN(S(=O)(=O)c3ccccc3)CC2)c(OC)c1	8%
Cc1cccc(CN2CCSc3sccc3C2=O)c1	0%
COc1cc(/C=C\C(=O)NCc2ccc3c(c2)cc(C)n3C)cc(OC)c1OC	5%
CCN(CC)S(=O)(=O)c1ccc(NC(=O)CCc2c(C)nc3cc(-c4ccc(Cl)cc4)nn3c2C)cc1	0%
COc1cccc(CNC(=O)CCCn2c(=O)c3cccn3c3cccnc32)c1OC	-16%
CCCCn1c(N)c(N(CCC(C)C)C(=O)COC(=O)c2ccc3ccccc3c2)c(=O)[nH]c1=O	-9%
Cc1c(=O)n(OCc2ccc(Cl)cc2)c2ccccc2[n+]1[O-]	15%
Cc1ccc(OCCCC(=O)N(C)CC(=O)Nc2ccccc2Cl)cc1	2%
Cn1c(-c2ccccc2)cc(=O)cc1-c1ccccc1	-3%
Cc1ccc(NC(=S)N(CCCN2CCOCC2)Cc2cccnc2)cc1C	-1%
Cc1ccc(-c2noc(C3CC(=O)N(c4ccc5c(c4)OCCO5)C3)n2)cc1 (stereo unspecified)	-1%
COc1ccc(/C=C/C(=O)OCC(=O)NC2CCCCCC2)cc1	7%
N#Cc1ccsc1NC(=O)c1cccc([N+](=O)[O-])c1	-7%

Some of the entries so far, field by field:
> O=C(Sc1ccc(Cl)cc1)c1ccccn1
  aSyn tox rescue: 5%
> COc1ccc(-c2cc(C(F)(F)F)nc(S(=O)(=O)CCCC(=O)Nc3cccc(O)c3)n2)cc1OC
  aSyn tox rescue: 1%
> CCOC(=O)c1cc(S(=O)(=O)N2CCN(c3cc(C)ccc3C)CC2)[nH]n1
  aSyn tox rescue: 11%

Continuation:
SMILES	aSyn tox rescue
Nc1nccc(N2CCCCC2)n1	-3%
CCN(CC(=O)Nc1cccc(OC)c1)CC(=O)Nc1ccccc1C	-3%
Cc1ccccc1Nc1c(-c2ccc(Br)cc2O)nc2sccn12	-2%
CC(NC(=O)C1CCN(C(=O)Nc2ccccc2)CC1)c1ccccc1 (stereo unspecified)	-4%
O=C(CCN1C(=O)c2ccc([N+](=O)[O-])cc2C1=O)Nc1ccccc1C(=O)O	-12%
O=C(O)Cc1csc(NC(=O)CSc2cccc(C(=O)O)n2)n1	5%
C[C@@H]1CN([C@@H](C)CO)S(=O)(=O)c2ccc(Br)cc2O[C@@H]1CN(C)Cc1cccnc1	-7%
COc1cc(/C=N/NC(=O)[C@H](Cc2c[nH]c3ccccc23)NC(=O)OCC(C)C)cc([N+](=O)[O-])c1O	-7%
COc1ccc(CN(C)C[C@H]2OCCCC[C@@H](C)Oc3ccc(NS(C)(=O)=O)cc3C(=O)N([C@H](C)CO)C[C@@H]2C)cc1	-7%
CCOC(=O)c1ccc(-n2c(C)nc3c(cnn3-c3ccc(Cl)cc3)c2=O)cc1	-1%
CCOc1ccccc1-n1ccnc(NCc2ccc(F)cc2)c1=O	6%
Cc1cc(C(=O)O)cc(Br)c1N	-2%
CCC/C(=N\NC(=O)CCC(=O)NCc1ccccc1)c1ccccc1	-4%
COc1ccc(C2NN=C(c3ccc(C)cc3)S2)cc1 (stereo unspecified)	-4%
COc1cccc(/C=C/C(=O)NCc2ccc3c(c2)OCO3)c1	9%
Cc1ccc(C2CC(=O)N(Cc3ccccc3)c3c2c(C)nn3-c2nc(C)cc(C)n2)cc1 (stereo unspecified)	1%
O=C(CNC(=O)c1ccc(S(=O)(=O)N2CCCC2)cc1)N/N=C/c1c(Cl)cccc1Cl	5%
CCOc1ccc(-c2nc(CN3CCCCC3CCn3cccn3)c(C)o2)cc1 (stereo unspecified)	-5%
Cc1ccc(CCNS(=O)(=O)c2c(C)nc3sc(C)c(C)n3c2=O)cc1	-4%
CC(C)N1CC2(CC(c3ccccc3F)=NO2)CN1C(=O)c1ccc(C(C)(C)C)cc1 (stereo unspecified)	-3%
COc1ccc(OC)c(NC(=O)Cc2csc(NC(=O)Nc3ccccc3OC)n2)c1	-6%
CCN1CCN(C(c2cccc(OC)c2)c2c(O)cc(C)n(Cc3ccco3)c2=O)CC1 (stereo unspecified)	-15%

Entries listed so far containing a Cl atom (15):
SMILES	aSyn tox rescue
CC(=O)N1CCCC1c1nc2ccccc2n1Cc1ccccc1Cl (stereo unspecified)	4%
Clc1ccc(-c2cn3c(n2)SCC3)cc1	-5%
Cc1cc(OCCn2cc(C(=O)c3ccco3)c3ccccc32)ccc1Cl	3%
O=C(Sc1ccc(Cl)cc1)c1ccccn1	5%
CCC1CCCCN1CCCNC(=O)c1cc2c(Cl)nc3ccc(C)cc3c2s1 (stereo unspecified)	4%
O=C(NCc1ccccc1Cl)C1CCN(S(=O)(=O)c2cccc3nonc23)CC1	-5%
COc1cc(Cl)c(C)cc1NC(=O)c1cc2c(Cl)nc3ccc(C)cc3c2s1	7%
COCCCn1c(SCC(=O)c2c(N)n(C3CC3)c(=O)[nH]c2=O)nnc1-c1ccccc1Cl	6%
Cc1cc(NC(=O)c2ccco2)cc(-c2nc3cc(Cl)ccc3o2)c1O	-2%
COc1cc(OC)c(NC(=O)c2cc(S(=O)(=O)N3CCOCC3)cn2C)cc1Cl	-5%
CCN(CC)S(=O)(=O)c1ccc(NC(=O)CCc2c(C)nc3cc(-c4ccc(Cl)cc4)nn3c2C)cc1	0%
Cc1c(=O)n(OCc2ccc(Cl)cc2)c2ccccc2[n+]1[O-]	15%
Cc1ccc(OCCCC(=O)N(C)CC(=O)Nc2ccccc2Cl)cc1	2%
CCOC(=O)c1ccc(-n2c(C)nc3c(cnn3-c3ccc(Cl)cc3)c2=O)cc1	-1%
O=C(CNC(=O)c1ccc(S(=O)(=O)N2CCCC2)cc1)N/N=C/c1c(Cl)cccc1Cl	5%

These rows are one share of the data (hit frequency here may not be typical).
